Screening results: PubChem BioAssay, several laboratories
Hep lipid drop: modulators of hepatic lipid droplet formation; AID 1656; inhibition, % at 6.5 µM; AML12 mouse hepatocytes, oleate lipid droplets, BODIPY imaging; 240,000 compounds, 0.4% hits;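 active means lipid droplet intensity inhibited by at least 50%, with more than 500 cells counted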
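Assay system: AML12 mouse liver cells | Compound: 6.5 µM single-point dosing | Schedule: Overnight exposure | Technique: Fluorescence imaging, 20x objective, two fields per well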
Yfh1-off respiration: mitochondrial function rescue without frataxin homolog – Friedreich's ataxia, plus single-dose screen, dose response (AID 1465); S. cerevisiae Yfh1-off respiration, WST-1 reduction, 72 h; higher fold induction means a stronger effect; fold induction at 50 µM, or EC50 in µM where a hit was titrated; 220,000 compounds, 0.074% hits;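 active means fold induction of absorbance versus untreated yeast above a set limit, then at least 30% activation at any dose in follow-up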;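 further: activators that raise dye reduction in frataxin-depleted yeast; strong numbers were not always called active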
WT yeast gro inh: growth inhibition of WT yeast, mitochondrial fusion screen; 190,000 compounds, 2.1% hits; inhibition, % at 10 µM; AID 1362; mitochondrial fusion phenotypic screen, WT strain; in the data active means inhibition above about 58%; tested in S. cerevisiae
Dynein cargo inh: blocks dynein driven cargo transport along microtubules. 220,000 compounds, 0.47% hits. 3617.4 mouse cells, GR-EGFP nuclear translocation imaging; test concentration mostly 20 µM; stimulated with dexamethasone, 1 µM; stronger effect = lower value. AID 1381. z-score, hits read low;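 active means plate z-score of nuclear minus cytoplasmic receptor signal below a set negative limit, without overly bright fluorescence or cell loss, cut at about -3.5 in these data, passing the limit was not always enough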;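 further: z-score of nuclear minus cytoplasmic ring GR-EGFP intensity difference per well; some compounds called inactive have numbers as strong as hits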
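Buffer or medium: tet-free, stripped-serum medium; reagent: dexamethasone at 1.0 µM final, 30 min; incubation: 48 h induction, 1 h compound, 30 min dex at 37 °C; measured by: formaldehyde fixation, Hoechst nuclear stain, 10x automated fluorescence imaging; read-out: nuclear-to-cytoplasmic GR-EGFP distribution per well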
bCat nuc transl: beta-catenin nuclear translocation modulation; AID 1665; 190,000 compounds, 0.3% hits; HeLa beta-catenin nuclear translocation, immunofluorescence imaging; nuclear translocation activity, % at 5 µM;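 active means nuclear translocation activity above 50% at 5 µM, with a well cell count of 50 or more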;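 further: per-cell ratio of nuclear to cytoplasmic median beta-catenin stain intensity; plate controls were DMSO negative control for no effect and GSK-3 inhibitor IX positive control for full effect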
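Signal – beta-catenin immunofluorescence imaging with DAPI · Test system – human HeLa cell line · Dosing – 5 µM primary single dose, 0.1% DMSO, 0.02–20 µM confirmation series · Measure – % activation, nuclear-to-cytoplasmic median beta-catenin signal ratio per cell · Incubation – 24 h compound exposure at 37°C, 5% CO2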
MT stabilize HCS: microtubule stabilizers in HeLa cells | HeLa tubulin immunostaining HCS, 24 h; share of cells brighter than vehicle mean+2SD | % tubulin-high responders, % at 10 µM | 200,000 compounds, 0.83% hits;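 active means plate Z-score above 3 for both tubulin-high and condensed-nucleus cell shares, with cell loss under 80%, at 10 µM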;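 further: anti alpha tubulin signal scored within the nucleus-defined area of each cell; some results filed as inactive read as strong as hits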
Ins promoter up: MIN6 insulin promoter up-regulation; MIN6 insulin promoter-GFP reporter, high-content imaging; stronger effect = higher value; z-score at 5 µM; 190,000 compounds, 0.3% hits;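 active means z-score above 3 at 5 µM with at least 500 cells counted in the well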
HEK293 NOD2/NF-kB: inhibition of NOD2-driven NF-kB reporter – cell-based, luminescence, uHTS, HEK293 (AID 1566); one-dose inhibition, % at 4 µM; EC50 in µM for titrated hits; 290,000 compounds, 0.63% hits; HEK293 NOD2/NF-kB luciferase reporter, luminescence; higher % means a stronger effect; in the data active means inhibition above about 50%; further: many of its hits are not listed in these tables
Autophagy mod: modulators of autophagy; 190,000 compounds, 0.98% hits; MEF GFP-LC3 puncta imaging; test concentration mostly 10 µM; AID 463193; calls only at 10 µM (by protocol);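 active means percentage of spot-positive cells more than 3 SD above its plate mean, without a fluorescence outlier flag or 80% toxicity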;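 further: spot-positive cell cutoff set from DMSO-treated cells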
WT yeast gro inh mutant strain: second read-out of WT yeast gro inh, no call of its own (marks repeat the call); inhibition, %; mitochondrial fusion phenotypic screen, mutant strain inhibition
Dynein cargo inh cytoplasmic EGFP: further read-out of Dynein cargo inh, marked with its call; z-score; measured here: cytoplasmic GR-EGFP intensity; stronger effect = higher value
Dynein cargo inh nuclear GR-EGFP: also measured in Dynein cargo inh; calls as there; z-score; measured here: nuclear GR-EGFP intensity;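 lower value marks the stronger effect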
Dynein cargo inh cell count: recorded beside Dynein cargo inh, whose call it bears; z-score; measured here: cell count per field
Ins promoter up cell count: also measured in Ins promoter up; calls as there; cell count; measured here: cytotoxicity, nuclei count;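 total cells summed across four imaged fields per well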
Hep lipid drop cells 6.5 µM: second read-out of Hep lipid drop, no call of its own (marks repeat the call); cell count; measured here: cell count, cytotoxicity flag;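 cells counted across two imaged fields per well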
bCat nuc transl cell count 5 µM: second read-out of bCat nuc transl, no call of its own (marks repeat the call); cell count; measured here: cell count, cytotoxicity flag
MT stabilize HCS Hoechst-high %: also measured in MT stabilize HCS; calls as there; % Hoechst-high responders; measured here: nuclear condensation Hoechst responders;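 share of cells brighter than vehicle mean plus two SD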
MT stabilize HCS cytotoxicity %: recorded beside MT stabilize HCS, whose call it bears; toxicity, %; measured here: cytotoxicity by cell density;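 0% = mean cell density of plate MIN control wells and 100% = no cells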
Autophagy mod cell loss 18 h: also measured in Autophagy mod; calls as there; toxicity, %; measured here: cell loss, nuclei count;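 cell loss after 18 h compound exposure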
* = called active by the depositor; i = inactive; . = not tested or not shown. The list is partial. The share of hits here may be higher or lower than overall.

Each structure is followed by: Hep lipid drop, Hep lipid drop cells 6.5 µM, Yfh1-off respiration, WT yeast gro inh, WT yeast gro inh mutant strain, Dynein cargo inh, Dynein cargo inh cytoplasmic EGFP, Dynein cargo inh nuclear GR-EGFP, Dynein cargo inh cell count, bCat nuc transl, bCat nuc transl cell count 5 µM, MT stabilize HCS, MT stabilize HCS Hoechst-high %, MT stabilize HCS cytotoxicity %, Ins promoter up, Ins promoter up cell count, HEK293 NOD2/NF-kB, Autophagy mod, Autophagy mod cell loss 18 h
> CCc1ccccc1NC(=O)NC1CC2CCC(C1)N2Cc1ccco1 (stereo not drawn)
    10, 761, i, -7, -7, -0.57, -0.24, -0.14, 0.14, 0.2, 1565, 3.7, 1.7, 5.4, -0.06, 1434, 18%, i, 2
> CC(C)CN1C(=O)/C(=C/c2c(N3CCc4ccccc4C3)nc3ccccn3c2=O)SC1=S
    120*, 700*, i, ., ., -8.6, 20, -0.36, 0.89, 0.6, 1338, ., ., ., 17*, 977*, 12%, ., .
> COc1cc(-n2c(=O)c3ccccc3n(Cc3cccnc3)c2=O)cc(OC)c1OC
    ., ., i, ., ., -0.6, 0.057, -0.092, 0.76, ., ., 2.5, 3.2, 4.5, ., ., ., i, 4
> Cc1oc2c(CN3CCCC3)c(O)ccc2c(=O)c1-c1ccccc1
    -3, 661, i, 7, 10, 0.53, 0.013, 0.73, -0.85, -0.2, 1039, 2.1, 1.9, 4.4, 1.3, 1024, 8%, i, -6
> Cc1nn(Cc2ccccc2Cl)c(C)c1NC(=O)c1nc2ncccn2n1
    -4, 721, i, -9, 15, 2.4, -0.24, 1.1, -0.63, 1.0, 1111, 4.0, 1.5, 6.3, ., ., -4%, i, 7
> COC(=O)c1ccc(C(NC(=O)OCc2ccccc2)/C(F)=C/[C@@H](C)C(=O)NCc2ccc(-c3ccccc3)cc2)cc1 (stereo partly drawn)
    26, 781, i, -4, 4, 0.32, -0.12, 0.5, 0.22, -2.7, 488, 3.3, 2.7, 8.0, 0.21, 1065, -3%, i, -15
> CCOC(=O)C(CCCCCOc1ccccc1[N+](=O)[O-])C(=O)OCC
    -11, 708, i, 3, -29, 0.5, -0.32, 0.16, -0.069, 0.9, 899, 4.9, 2.2, 5.9, -0.38, 1276, 15%, i, 6
> CCOC(=O)Cn1c(=O)oc2cc(S(=O)(=O)N(C)Cc3ccccc3)ccc21
    26, 760, i, ., ., 0.025, -0.25, 0.4, 1.1, -0.5, 1305, ., ., ., 0.05, 947, 8%, ., .
> O=C(CCCCCNC(=O)c1ccccc1)N/N=C/c1ccc(O)cc1O
    -3, 676, i, -4, -6, 0.62, -0.25, 0.54, 0.0079, 0.6, 1052, 2.6, 1.9, 6.5, -0.25, 1513, 14%, i, -11
> COc1ccc(OC)c(Nc2nc(-c3cccs3)cs2)c1
    -2, 571, i, 37, 29, -0.35, -0.22, -0.26, 0.96, 0.1, 1081, 3.9, 1.8, 5.9, -0.14, 1843, -4%, i, -4
> Cc1[nH]c(=O)[nH]c(=O)c1CSc1nnc([C@H](CC(C)C)NC(=O)OC(C)(C)C)o1
    ., ., i, 0, 1, 1.1, -0.27, 1.1, -0.77, -6.8, 790, 6.0, 3.5, 2.5, -1, 1234, -8%, i, -12
> Cc1cccc(N(C(=O)Cn2nnc3ccccc32)C(C(=O)NCc2ccco2)c2ccncc2)c1 (stereo not drawn)
    -2, 793, i, -6, -5, -0.79, -0.22, -0.11, 0.34, -2.8, 1116, 2.4, 2.5, 9.4, -0.56, 1269, 1%, i, 5
> Cc1ccccc1CN(C)CC(=O)Nc1cccc(S(=O)(=O)N(C)c2ccccc2)c1
    1, 708, i, 16, 1, -0.16, -0.35, -0.11, 0.01, -0.8, 965, 3.4, 2.1, 10, -1.3, 1483, 5%, i, 0
> O=C(NCCNC(=O)C(F)(F)F)c1ccncc1
    ., ., i, ., ., ., ., ., ., -0.3, 1157, ., ., ., 0.83, 1114, 9%, ., .
> O=C(NNC(=O)c1cc(C(F)(F)F)cc(C(F)(F)F)c1)c1ccc(Cl)cc1
    30, 676, i, ., ., -0.73, -0.28, -0.55, 1.4, -5.8, 1233, ., ., ., 0.41, 1455, 5%, ., .
> O=C(CN1C(=O)CCC1=O)NCC12CC3CC(CC(C3)C1)C2
    26, 745, i, 3, 14, -0.42, -0.23, 0.13, 0.93, 1.8, 1185, 2.1, 0.7, 3.9, 0.53, 1100, 6%, i, -13
> CCOC(=O)C1NN=C(C(=O)c2ccccc2)C1c1ccccc1 (stereo not drawn)
    10, 692, i, 0, -16, 1.3, -0.22, 1, -1.4, -0.5, 1144, 1.8, 4.3, 10, -0.47, 1317, -10%, i, -11
> CCN1CCN(C(c2cccnc2)c2cc(Cl)c3cccnc3c2O)CC1 (stereo not drawn)
    ., ., i, -1, -1, -0.11, -0.012, 0.83, -0.71, -1.7, 933, 3.8, 1.7, 1.1, -0.9, 1410, 14%, i, 15
> O=C(Cn1nnc(-c2ccccc2)n1)Nc1ccc2c(c1)OCO2
    -4, 742, i, 21, 12, -0.13, -0.062, 0.078, 0.39, 0.1, 1153, 1.0, 2.2, 4.4, -0.32, 870, -29%, i, -5
> Cc1ccc(NCC(=O)N/N=C/c2cc(O)ccc2[N+](=O)[O-])cc1
    -23, 663, i, -3, 10, 0.41, -0.21, 0.76, -0.91, 0.3, 1066, 0.8, 1.2, 7.0, -0.18, 1643, 1%, i, -2
> CCOc1cc(N2CCOCC2)c(OCC)cc1NC(=O)CN1C(=O)NC(C)(C2CC2)C1=O (stereo not drawn)
    0, 669, i, 4, 10, -0.64, -0.14, -0.32, 0.85, 1.0, 982, 1.5, 1.3, 2.3, ., ., 18%, i, 23
> Cc1[nH]c(=O)c(C(=O)c2ccccc2O)cc1C(=O)O
    -2, 698, i, 2, 3, 0.67, -0.32, -0.042, 0.17, 0.9, 1474, 8.5, 1.6, 0.8, 0.26, 1390, -1%, i, -5
> COc1ccc(-c2cc(C(F)(F)F)c(C#N)c(=O)[nH]2)cc1
    -6, 718, i, ., ., 1.7, 0.01, 0.92, -2.7, 1.1, 1334, ., ., ., -0.46, 1044, 22%, ., .
> Cc1ccc(-c2cc(C(=O)N/N=C/C(Br)=C/c3ccccc3)n[nH]2)o1
    2, 621, i, 61*, 39*, -1, 0.97, -0.073, -1.3, 5.4, 1045, 12*, 16*, 37*, 0.23, 1184, 16%, i, 7
> Nc1ccc(S(=O)(=O)Nc2cnc3ccccc3n2)cc1
    -4, 712, i, ., ., 0.35, 0.3, 0.17, 0.075, 0.9, 1112, ., ., ., 0.23, 1430, 5%, ., .
> O=C(NCCc1ccccc1)C1CCCN1S(=O)(=O)c1ccc(F)cc1 (stereo not drawn)
    ., ., i, ., ., 0.7, -0.25, 0.34, -0.3, ., ., 4.2, 1.7, 5.8, ., ., ., i, 7
> COc1ccc2c(CC(=O)OCC(=O)Nc3sc4c(c3C#N)CCC(C)C4)coc2c1 (stereo not drawn)
    21, 551, i, 14, 21, 0.77, -0.23, 0.57, -0.51, -1.1, 1062, 2.0, 1.7, 0.6, -0.27, 1417, 11%, i, 11
> O=C(NC12CC3CC(CC(C3)C1)C2)c1ccccc1
    7, 696, i, 21, 16, 0.2, -0.3, -0.51, -0.064, -0.6, 1593, 2.2, 1.1, 2.7, 0.39, 1475, 24%, i, -17
> Cc1cccc2cc(C(c3nnnn3Cc3ccccc3)N3CCN(c4ccccc4)CC3)c(=O)[nH]c12 (stereo not drawn)
    11, 789, i, 25, 8, 1.8, -0.22, 1, -0.43, 7.0, 924, 8.3, 2.1, 2.4, 0.87, 627, 12%, i, 1
> NC(=O)C1CCN(C(=O)c2ccc(NC3=NC4CS(=O)(=O)CC4S3)cc2)CC1 (stereo not drawn)
    ., ., i, 6, -3, -0.11, -0.17, 0.22, -0.18, -6.5, 1131, 4.7, 4.0, 9.2, -1.1, 1077, 23%, i, 1
> O=C(CSc1nnnn1-c1ccc2c(c1)OCCO2)N1CCc2ccccc21
    ., ., i, -4, 0, -0.33, 0.031, 0.064, 0.22, 0.0, 1082, 6.5, 3.5, 15, 0.39, 1131, 17%, i, -5
> COC(=O)c1c(NS(=O)(=O)c2cccs2)sc2c1CCCC2
    6, 706, i, -8, -4, -0.47, -0.2, -0.17, 0.54, ., ., 2.0, 1.7, 5.6, 0.49, 1249, 7%, i, 1

3 structures already listed, ordered by number of heavy atoms, ascending.
Each structure is followed by: Hep lipid drop, Hep lipid drop cells 6.5 µM, Yfh1-off respiration, WT yeast gro inh, WT yeast gro inh mutant strain, Dynein cargo inh, Dynein cargo inh cytoplasmic EGFP, Dynein cargo inh nuclear GR-EGFP, Dynein cargo inh cell count, bCat nuc transl, bCat nuc transl cell count 5 µM, MT stabilize HCS, MT stabilize HCS Hoechst-high %, MT stabilize HCS cytotoxicity %, Ins promoter up, Ins promoter up cell count, HEK293 NOD2/NF-kB, Autophagy mod, Autophagy mod cell loss 18 h
> CCOC(=O)C(CCCCCOc1ccccc1[N+](=O)[O-])C(=O)OCC
    -11, 708, i, 3, -29, 0.5, -0.32, 0.16, -0.069, 0.9, 899, 4.9, 2.2, 5.9, -0.38, 1276, 15%, i, 6
> O=C(NNC(=O)c1cc(C(F)(F)F)cc(C(F)(F)F)c1)c1ccc(Cl)cc1
    30, 676, i, ., ., -0.73, -0.28, -0.55, 1.4, -5.8, 1233, ., ., ., 0.41, 1455, 5%, ., .
> Cc1cccc(N(C(=O)Cn2nnc3ccccc32)C(C(=O)NCc2ccco2)c2ccncc2)c1 (stereo not drawn)
    -2, 793, i, -6, -5, -0.79, -0.22, -0.11, 0.34, -2.8, 1116, 2.4, 2.5, 9.4, -0.56, 1269, 1%, i, 5
